SW480 rerep – inducers of DNA re-replication in SW480 colon cancer cells; SW480 DNA re-replication, Hoechst DNA content imaging, 48 h; Potency, µM (titrated, usually from 46.1 µM), inactives show at the highest dose re-replication activation, usual class: activators; actives 1.8% (n = 340,000); note: % of control where 0% means no effect; nearly all actives have a fitted effect of over 55% in size
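Treated cells incubate 48 hr (37 C, 5% CO2), are stained 40 min with Hoechst, and nuclear fluorescence is enumerated; a rise in nuclei with high DNA signal marks re-replication.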
HT1080 IDH1KD tx – kills HT-1080 cells with IDH1 knockdown; HT-1080 IDH1 knockdown viability, ATP luminescence, 48 h; AID 686971; actives 2% (n = 360,000); Potency, µM (titrated, usually from 46.1 µM), inactives show at the top dose activity, negative = toxicity, usual class: cytotoxic;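 note: 0% = DMSO wells and -100% = cell-free medium wells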
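CellTiter-Glo luminescence after 48 h compound exposure at 37 degrees C of IDH1-knockdown HT-1080 cells in 5% FBS RPMI. %Activity scaled between DMSO wells and cell-free media wells, with curves fitted and assigned curve classes.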
HEK293 tox – cytotoxic in the GLP-1 receptor inverse agonist counter-screen. actives 0.13% (n = 410,000). HEK293 cAMP-luciferase reporter cells, luminescence, 24 h. Potency, µM (highest dose often 38.3 µM), inactives show at the top dose activity change, negative = inhibition, usual class: inhibitors;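 note: loss of luciferase light is scored as toxicity; % is set by controls: 0 for no effect and ±100 for the full control effect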
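Seeding density was 200 cells/uL; after overnight-length (12 h) culture, 23 nL compounds went on for 24 h at 37 °C. Readout used a luciferase detection reagent, luminescence taken after 12 min at room temperature.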
GLP-1R agonist – GLP-1 receptor (human) agonism | Potency, µM (doses to about 45.6 µM), inactives show top-dose activation, actives largely listed as activators | P43220 | HEK293 GLP-1R CRE-luciferase, luminescence, 4-6 h; cells express a hypersensitive GLP-1R form | actives 0.007% (n = 380,000); note: % of control where 0% means no effect
Target sequence (P43220 whole entry, looked up): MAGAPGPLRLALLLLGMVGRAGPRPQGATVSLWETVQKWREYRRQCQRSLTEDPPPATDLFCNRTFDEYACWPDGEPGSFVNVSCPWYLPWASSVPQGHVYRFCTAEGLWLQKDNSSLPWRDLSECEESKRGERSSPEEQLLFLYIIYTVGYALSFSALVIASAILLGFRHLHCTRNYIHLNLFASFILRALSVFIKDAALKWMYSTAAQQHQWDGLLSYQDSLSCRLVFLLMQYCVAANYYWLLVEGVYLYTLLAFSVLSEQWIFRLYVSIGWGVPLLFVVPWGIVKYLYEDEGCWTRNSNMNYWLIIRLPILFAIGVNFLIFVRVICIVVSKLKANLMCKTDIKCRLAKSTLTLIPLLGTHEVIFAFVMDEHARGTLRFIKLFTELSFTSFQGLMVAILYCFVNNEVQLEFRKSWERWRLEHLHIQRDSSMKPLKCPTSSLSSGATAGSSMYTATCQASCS
HT1080NT lethal – kills 2HG-producing HT-1080-NT fibrosarcoma cells | HT-1080-NT fibrosarcoma viability, CellTiter-Glo ATP luminescence, 48 h | actives 1.6% (n = 360,000) | Potency, µM (titrated, usually from 46.1 µM), for the others: at the highest dose activity, negative = less viability, hits mostly cytotoxic;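 note: NT is the 2HG producing partner of a matched IDH1 knockdown line; 0% = DMSO-treated cells and -100% = media-only wells without cells; nearly all actives have a fitted effect of over 55% in size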
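Viability of the 2HG-overproducing fibrosarcoma line after 48 hours of compound exposure at 37 degrees C was determined by luminescence with CellTiter-Glo, and concentration-effect curves were then fitted and categorized.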
KB-3-1 cytotox – kills parental KB-3-1 adenocarcinoma cells; KB-3-1 viability, CellTiter-Glo ATP luminescence, 72 h; Potency, µM (top dose mostly 46.1 µM), without a hit: at the top dose activity change, negative = cytotoxic, usual class: cytotoxic; actives 1.4% (n = 400,000); note: % is set by controls: 0 for no effect and ±100 for the full control effect; nearly all actives have a fitted effect of over 60% in size
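Using CellTiter-Glo luminescence, growth of non-resistant KB-3-1 adenocarcinoma cells is assessed 72 h after pin-tool compound addition at 37 °C. Normalized responses across the concentration series yield fitted curves.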
TDP43 rescue – inhibitors of TDP-43 toxicity in yeast | AID 652104 | actives 1.8% (n = 410,000) | Potency, µM (highest dose often 46.1 µM), inactives show at the highest dose growth rescue (activation), most hits filed as activators | TDP-43 expressing yeast growth rescue, BacTiter-Glo, 24 h; note: % of control where 0% means no effect; nearly all actives have a fitted effect of over 50% in size
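Yeast expressing TDP-43 (pregrown in raffinose, seeded at OD600=0.02 in galactose medium) exposed to compounds 24 hr at 30 deg C. Growth read by BacTiter-Glo luminescence; rescue of toxicity appears as increased signal.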
KB-V1 MDR tox – KB-V1 MDR subline cytotoxicity; Potency, µM (highest dose often 46.1 µM), without a hit: top-dose activity change, negative = cytotoxicity, actives largely listed as cytotoxic; KB-V1 MDR cells viability, CellTiter-Glo, 72 h; AID 1347076; actives 3.4% (n = 400,000); note: % is set by controls: 0 for no effect and ±100 for the full control effect; nearly all actives have a fitted effect of over 60% in size
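In this primary screen, KB-V1 cells overexpressing P-gp are incubated with library compounds (lowest to highest concentration) for 72 h at 37 degrees C before a luminescent ATP viability read.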
GLP-1R inv ag – inverse agonists of human GLP-1 receptor; P43220; HEK293 GLP-1R CRE-luciferase, luminescence, 24 h; GLP-1R form is constitutively active; Potency, µM (top dose mostly 38.3 µM), for inactives: at the highest dose activity change, negative = inhibition, usual class: inhibitors; actives 1.6% (n = 410,000); AID 624417; note: % is set by controls: 0 for no effect and ±100 for the full control effect; nearly all actives have a fitted effect of over 55% in size
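HEK293 cells stably co-expressing a cAMP-responsive luciferase reporter and constitutively active GLP-1R were seeded, incubated 12 h, then exposed to compounds for 24 h at 37 C. Luminescence was read 12 min after detection reagent; inverse agonists lower signal.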
* = called active by the depositor; u = inconclusive; x = not tested or not shown; [ ] = dose if it differs, or a comment. Calls come from the whole dose curve; as a rule, active = well fitted curve in the direction sought with a large enough effect; inconclusive = small, poorly fitted or top-dose-only effect, or another doubt; inactive = no such curve, though single readings can be large; an effect the other way counts as inactive or inconclusive. Potency is the fitted concentration of half-maximal effect.

Structure | SW480 rerep | HT1080 IDH1KD tx | HEK293 tox | GLP-1R agonist | HT1080NT lethal | KB-3-1 cytotox | TDP43 rescue | KB-V1 MDR tox | GLP-1R inv ag
CCOc1ccc2nc(/N=C/c3c(C)[nH]n(-c4ccc(C)cc4)c3=O)sc2c1 | -74%[inhibitor] | u | -2% | 1% | u | 12µM* | 0% | 10µM* | 7%
CCOc1ccc(-n2nc3ccc(NC(=O)CC)cc3n2)cc1 | -3% | u | -24% | -19% | u | 2% | 25% | -1% | 0%
Cc1ccccc1C(=O)OC(C)CN1CCOCC1 (centres undefined) | -85%[inhibitor] | 2% | 3% | -7% | -1% | -8% | -8% | -7% | 0%
CC(C)(C)CC(=O)N[C@@H](Cc1ccccc1)c1nc2ccccc2[nH]1 | -5% | 0% | -17% | 1% | -1% | 2% | -15% | -2% | -31%
CCn1c(C)nc([N+](=O)[O-])c1C(=O)O | -3% | u | -6% | 1% | 12% | 4% | -11% | -2% | -2%
COc1ccc(S(=O)(=O)NC2CCCCC2)cc1C | 0% | -19% | -3% | 17% | -3% | 0% | -16% | -17% | 0%
Cc1cc2ncn(CCOc3ccccc3C#N)c2cc1C | -4% | -13% | 9% | 26% | -10% | 5% | 5% | u | 32%[activator]
CCC(=O)N(C)CCc1cc2c(c(OC)c1/C=N/NS(=O)(=O)c1ccc(C)cc1)OCO2 | -6% | 6% | -10% | 17% | u | 5% | -26% | 0% | 20%
COc1ccc(NCc2ccsc2)cc1 | -5% | 13% | -7% | 10% | 11% | 20% | 11% | 7% | 10%
CCCSCCCNC(=O)C1CCN(c2nc3ccccc3nc2C(F)(F)F)CC1 | x | x | 7% | x | x | 2% | -8% | 2% | 5%
Cc1cc(Nc2cccc(Cl)c2)nc2ccc(NC(=O)c3cccnc3)cc12 | x | x | u | -6% | x | 1% | 24% | -4% | u
Cc1cccc(NC(=O)c2ccc([N+](=O)[O-])o2)c1 | 3.7µM* | u | -17% | 0% | -9% | 9.2µM* | -92%[inhibitor] | 18µM* | 56%[activator]
CN(C)S(=O)(=O)c1cccc(NC(=O)c2cc3c(=O)n4ccccc4nc3s2)c1 | -11% | -1% | 69%[activator] | -2% | 17% | 1% | -15% | 18% | 47%[activator]
CCOc1ccc2nc(SC3CC(=O)N(c4ccc(OC)cc4OC)C3=O)sc2c1 (centres undefined) | u | u | u | 2% | u | 20% | 6% | 0% | 23%
CC(=O)N1c2ccc(S(=O)(=O)NCCC(=O)Nc3ccc(C)cn3)cc2CC1C (centres undefined) | u | -1% | 21% | 5% | -8% | -12% | -1% | -14% | 5%
COc1ccc(CCNC(=O)CN(C)S(=O)(=O)c2ccc(Br)s2)cc1OC | u | 7% | 10% | 7% | 15% | 8% | 11% | -5% | -10%
CC1CCc2c(sc(NC(=O)CSc3ncnc4c3cnn4-c3ccccc3Cl)c2C#N)C1 (centres undefined) | 1% | -14% | -11% | 3% | -4% | -7% | 0% | 11% | -8%
COC(=O)c1cc(NC(=O)Cc2coc3cc(OC)ccc23)cc(C(=O)OC)c1 | -1% | -30% | -22% | -2% | 2% | 0% | 12% | -17% | u
CCOC(=O)c1scc(-c2ccccc2)c1S(=O)(=O)N1CCN(c2ccccc2OC)CC1 | x | x | -12% | x | x | -30% | 19% | u | u
CCOC(=O)CC(NS(=O)(=O)c1ccc2[nH]c(=O)sc2c1)c1ccc(C)cc1 (centres undefined) | -9% | -2% | 2% | 3% | -8% | -1% | -4% | -14% | -19%
CC(=O)Nc1ccc(-c2ccnc3c2CC(C(=O)Nc2ccc(C(C)C)cc2)O3)cc1 (centres undefined) | x | -26% | -13% | 6% | u | 12% | 20% | u | -21%
CC(=O)N1CCN(C(=O)CSc2nc3c(cnn3-c3ccccc3)c(=O)[nH]2)CC1 | 0%[9.22 µM] | 9% | -13% | -4% | 5% | 15% | -9% | 8% | 1%
Cc1cc(C)c2nc(C(F)(F)F)c(C#N)c(N)c2c1 | -2% | 5% | -3% | -7% | 11% | u | 5% | u | u
Cc1ccc(C(=O)Nc2c(C)n(C)n(-c3ccccc3)c2=O)cc1 | -15% | 3% | 7% | 0% | 7% | 0% | 19% | -4% | 19%
CC(C)C1Cc2[nH][nH]c(=O)c2C(C2CC2)O1 (centres undefined) | x | 8% | 10% | -5% | -1% | -3% | 9% | -17% | 6%
CC(=NO)c1ccc2c(c1)C(=NO)c1ccccc1-2 | -8% | 17% | -29% | 4% | 25% | 0% | 13µM* | 6% | 29%
CC(C)Cc1nc2oc3c(Cl)ncnc3c2c2c1CCC2 | 4.1µM* | u | 2% | -1% | 2% | -2% | -8% | -1% | 4%
Cn1c(=O)c2nc(-c3ccccc3)c(-c3ccccc3)nc2n(C)c1=O | -13% | 3% | -4% | -1% | -6% | -1% | 32µM* | -19% | 9%
Cc1nn(C)c(C)c1S(=O)(=O)N1CCCC(C(=O)NC2CCCCCC2)C1 (centres undefined) | -7% | 2% | -24% | -4% | 3% | 12% | 14% | 40% | -4%
CCCCN(C)C(=O)CN1C(=O)CCn2nc(-c3cn(C)c4ccccc34)cc21 | x | x | 2% | x | x | 11% | 1% | -7% | -11%
O=C(Nc1nnc(-c2cccnc2)s1)c1cccs1 | -29% | 12% | -12% | -6% | 2% | 29% | -29% | u | 16%
COc1cc(C(=O)N/N=C/c2ccc(OC(=O)c3ccccc3Cl)cc2)ccc1O | 1% | -6% | -26% | -36%[inhibitor] | 0% | x | 5% | x | 9%
O=C(NC1CCN(C(=O)NCc2ccccc2)CC1)c1cccc(F)c1 | u | -3% | -2% | 0% | -2% | 3% | 4% | -6% | -7%
CC1CN(C)CCC1OC(=O)c1ccccc1 (centres undefined) | 7% | -3% | 3% | 2% | -1% | -1% | 14% | -15% | -22%
CN(C)CCOC1c2ccccc2CSc2ccccc21 (centres undefined) | -15% | 10% | -14% | 5% | 1% | -28% | -14%[1.82 µM] | -13% | u
Cc1cc(NC(=O)c2ccc(C#N)cc2)on1 | -16% | 2% | -13% | -1% | 0% | 1% | 9% | -12% | 8%
CC(CC(=O)NNC(=O)c1ccncc1)c1ccccc1 (centres undefined) | -337%[inhibitor] | 10% | 2% | 20% | 4% | 5% | -17% | 18% | 20%
O=C(CN(Cc1ccccc1)S(=O)(=O)c1cccc(C(F)(F)F)c1)NC1CCCCC1 | -367%[inhibitor] | -7% | 15% | 1% | -9% | 2% | 0% | 3.7µM* | -29%
COC1(OC)N=C(N)C2(C#N)C(c3ccccc3)NC(C)=CC12C#N (centres undefined) | -2% | -3% | 3% | -3% | -1% | 2% | 20% | -9% | 0%
Cc1ccc(Cn2cc(CN3CC(N4CCN(C5CCN(C)CC5)CC4)CS3(=O)=O)nn2)cc1 (centres undefined) | x | 9% | 1% | -3% | 9% | 0% | 17% | 1% | 7%
Cn1c2c(c(=O)n(C)c1=O)C(c1ccccc1Cl)C(C#N)=C(N)O2 (centres undefined) | -11% | 2% | 12% | -1% | 1% | -3% | 14% | -11% | 8%
CC1CCN(CC(CS(=O)(=O)c2ccc([N+](=O)[O-])cc2)N2CCC(C)CC2)CC1 (centres undefined) | 2.9µM* | 5% | -9% | 5% | -3% | 5.2µM* | 0% | u | 20%
Cc1ccc(-c2nnc(Nc3ccc(CC(N)=O)cc3)c3ccccc23)cc1S(=O)(=O)NCC1CCCO1 (centres undefined) | -1% | -1% | 5% | 12% | -13% | 19% | -3% | 12% | 18%
COc1ccc(NC(=O)Nc2ccc(Br)c(C)c2)cc1 | -13% | 21% | 22% | 6% | 30% | -4% | 22% | 2% | -24%
Clc1cccc(Cc2c(-c3cccc(Cl)c3)nc3ccc(Br)cn23)c1 | x | u | -8% | 22% | -22% | -3% | 35µM* | -1% | u
O=C(Cn1ccc2cc(S(=O)(=O)N3CCCCC3)ccc21)NCCc1ccc(Cl)cc1 | x | x | -14% | x | x | -15% | 11% | 6% | u
Cc1ccc(-n2ncc3c(SCC(=O)NNC(=O)C(C)C)ncnc32)cc1 | -8% | 18% | 14% | 3% | 4% | -1% | -10% | 1% | -2%
O=C(CN1C(=O)CC(c2ccco2)Sc2ccccc21)NCc1ccc2c(c1)OCO2 (centres undefined) | -7% | 1% | 8% | 7% | 1% | 6% | 15% | -7% | 0%
CCOc1cc(/C=N/NC(=O)c2cccnc2)ccc1OCC(=O)N(C)C | -3% | 2% | 23% | 0% | 14% | 5% | 12% | -5% | -15%
COC(=O)c1ccccc1NC1=C/C(=N\S(=O)(=O)c2ccc(C(=O)O)cc2)c2ccccc2C1=O | 2.9µM* | 21µM* | u | -1% | 23µM* | u | -12% | 18µM* | u
O=C(CCCn1c(=S)[nH]c2ccc(Br)cc2c1=O)NCc1ccccn1 | -22% | 22% | -4% | -3% | -5% | -5% | 15% | 8% | 4%

Reformatted with values under each structure: entries from further up
Order of values – SW480 rerep, HT1080 IDH1KD tx, HEK293 tox, GLP-1R agonist, HT1080NT lethal, KB-3-1 cytotox, TDP43 rescue, KB-V1 MDR tox, GLP-1R inv ag
CC1CCN(CC(CS(=O)(=O)c2ccc([N+](=O)[O-])cc2)N2CCC(C)CC2)CC1 (centres undefined)
    2.9µM*, 5%, -9%, 5%, -3%, 5.2µM*, 0%, u, 20%
Clc1cccc(Cc2c(-c3cccc(Cl)c3)nc3ccc(Br)cn23)c1
    x, u, -8%, 22%, -22%, -3%, 35µM*, -1%, u
Cc1ccc(-c2nnc(Nc3ccc(CC(N)=O)cc3)c3ccccc23)cc1S(=O)(=O)NCC1CCCO1 (centres undefined)
    -1%, -1%, 5%, 12%, -13%, 19%, -3%, 12%, 18%
Cn1c2c(c(=O)n(C)c1=O)C(c1ccccc1Cl)C(C#N)=C(N)O2 (centres undefined)
    -11%, 2%, 12%, -1%, 1%, -3%, 14%, -11%, 8%

Screens (PubChem BioAssay)
